Assay outcomes as filed in PubChem BioAssay.
CFTR F508del cor: F508del CFTR correction, initial screen, CFBE line, single point; CFBE cells, YFP halide quenching; stimulated with forskolin plus potentiator P3; % fluorescence drop versus neutral controls; activity (quench increase), % at 7.58 µM; 350,000 compounds, 0.36% hits; AID 720511, 2013;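 active means mean added fluorescence quench of at least 8% versus neutral control, with both replicates also reaching 8%; inconclusive means only one of the mean or replicate conditions met; inactive means mean below 8% and not both replicates reaching 8%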;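 further: cells transiently co-express mutant CFTR-F508del with the halide-sensitive YFP; corrector assay measuring rescue of mutant channel to the surface after 24 h compound exposure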
SIRT5 block: SIRT5 desuccinylase inhibitors, primary screen, biochemical, fluorescence imaging, single point, set 5; NAD-dependent protein deacylase sirtuin-5, mitochondrial (Homo sapiens), Q9NXA8; Purified SirT5, succinyl-peptide AMC, trypsin-coupled fluorescence; inhibition, % at 15 µM; 330,000 compounds, 1.1% hits; AID 652115, 2013; in the data active means inhibition above about 15%; inconclusive means no clear call, values can overlap the other calls
Target sequence (Q9NXA8 whole entry, looked up): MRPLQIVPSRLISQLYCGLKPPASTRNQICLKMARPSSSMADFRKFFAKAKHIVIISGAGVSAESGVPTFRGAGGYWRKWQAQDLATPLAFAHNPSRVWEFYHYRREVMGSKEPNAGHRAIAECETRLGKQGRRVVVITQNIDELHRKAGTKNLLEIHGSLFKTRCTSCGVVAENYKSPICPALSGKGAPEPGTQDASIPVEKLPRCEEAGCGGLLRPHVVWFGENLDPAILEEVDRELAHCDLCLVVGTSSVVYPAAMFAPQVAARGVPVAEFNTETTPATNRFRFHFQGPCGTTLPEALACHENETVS
CASP6 VEID inh: human caspase-6 inhibitors, primary screen, biochemical, VEID-R110 fluorescence, single point, set 2 | P55212 | purified caspase-6, Z-VEID-R110 cleavage fluorescence | inhibition, % at 12.5 µM | 350,000 compounds, 0.53% hits | AID 686996, 2013;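 active means mean inhibition across replicates at least about 35%, with every replicate also reaching that limit, limit read from the data; inconclusive means only one of the two criteria met; inactive means neither criterion met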;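 further: 0% = median of neutral control wells and 100% = no fluorescence left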
Target sequence (P55212 24-179 limits assumed): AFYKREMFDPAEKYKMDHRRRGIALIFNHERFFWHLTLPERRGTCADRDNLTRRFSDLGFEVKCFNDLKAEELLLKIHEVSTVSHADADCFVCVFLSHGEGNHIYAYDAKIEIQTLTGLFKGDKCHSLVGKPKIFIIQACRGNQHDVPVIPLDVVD
Target sequence (P55212 194-293 limits assumed): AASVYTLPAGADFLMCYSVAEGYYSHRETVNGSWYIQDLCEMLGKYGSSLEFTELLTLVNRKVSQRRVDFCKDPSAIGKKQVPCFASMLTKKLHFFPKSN
ERp5 inh: inhibitors of ERp5-driven insulin aggregation, primary screen, biochemical, turbidity, absorbance 650 nm, single point; Protein disulfide-isomerase A6 (Homo sapiens), Q15084; 90 min; inhibition, % at 9.99 µM; 350,000 compounds, 0.05% hits;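 active means mean replicate inhibition above about 25%, with every replicate also reaching it, limit read from the data, passing the limit was not always enough; inconclusive means only one of those two criteria met; inactive means neither criterion met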
Target sequence (Q15084 whole entry, looked up): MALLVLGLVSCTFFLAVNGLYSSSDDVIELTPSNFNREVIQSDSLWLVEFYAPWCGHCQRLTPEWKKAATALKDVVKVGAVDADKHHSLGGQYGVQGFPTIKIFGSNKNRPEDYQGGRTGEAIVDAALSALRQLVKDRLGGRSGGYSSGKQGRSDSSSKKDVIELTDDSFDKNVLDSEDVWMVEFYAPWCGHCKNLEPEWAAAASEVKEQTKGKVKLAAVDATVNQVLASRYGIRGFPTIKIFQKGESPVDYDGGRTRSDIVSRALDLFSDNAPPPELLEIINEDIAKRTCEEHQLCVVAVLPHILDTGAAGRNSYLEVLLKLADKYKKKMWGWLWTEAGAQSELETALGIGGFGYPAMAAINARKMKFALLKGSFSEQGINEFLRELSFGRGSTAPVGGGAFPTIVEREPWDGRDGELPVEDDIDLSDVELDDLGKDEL
DENV2 CPE rescue: inhibitors of DENV2 cytopathic effect, primary screen, cell-based, plate reader, single concentration; DENV2-infected cells, cytopathic effect rescue; CPE inhibition, % at 9.99 µM; 350,000 compounds, 1.7% hits; in the data active means CPE inhibition above about 20%, passing the limit was not always enough; inconclusive means no clear call, values can overlap the other calls; tested in BHK-21 cells;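 further: 0% = median of neutral control wells and 100% = median of positive control wells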
ERAP1 HTS inh: human ERAP1 aminopeptidase inhibitors, primary screen, biochemical, single point, plate reader; 340,000 compounds, 0.15% hits; inhibition, % at 10.7 µM; AID 652197, 2013; Endoplasmic reticulum aminopeptidase 1 (Homo sapiens), Q9NZ08; recombinant ERAP1, Leu-AMC fluorescence, 60 min;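 active means mean replicate inhibition of at least 30%, or all replicates individually reaching that 30% level; inactive means mean below 30% and not every replicate reaching it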;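 further: 0% = neutral control wells and 100% = L-leucinethiol positive control wells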
miR-122 sensor: miR-122 Renilla sensor signal increase in Huh7, primary screen, miR-122 inhibitor project, cell-based, single point, plate reader; Huh7 miR-122 Renilla luciferase sensor, 48 h; neutral wells = 0, positive control = 100; activation (reporter increase), % at 12.5 µM; 340,000 compounds, 0.3% hits; AID 602342, 2012;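 active means mean replicate activation score at least 90 and every replicate individually at or above 90; inconclusive means only one of the two criteria met; inactive means neither criterion met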;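 further: higher luciferase means less miR-122 activity so hits act as miR-122 inhibitors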
The depositor's hits bear a star; ? = inconclusive; · = not tested or not shown; & = joins results of further samples; [ ] = remark or other dose.

SMILES	CFTR F508del cor	SIRT5 block	CASP6 VEID inh	ERp5 inh	DENV2 CPE rescue	ERAP1 HTS inh	miR-122 sensor
O=C(Nc1ccccc1)C1=C[C@@H](C2CCCCC2)C[C@@H](OCc2ccc(CO)cc2)O1	0.9&1.6	3&-6	0&0	5&8	-9&-8	0&-1	·
Cc1ccc(C)c(S(=O)(=O)N2CCN(C(=O)c3ccc(OCc4c(C)noc4C)cc3)CC2)c1	-0.9	1	2	-1	6	-1	·
COC(=O)CN1C(=O)[C@H]2[C@@H](C3CC3)N3C(=O)CN(CCO)C(=O)[C@@]3(Cc3ccccc3)[C@H]2C1=O	-1.6	-4	1	5	2	9	0
CN1CCC(=NNC(=O)CN(c2ccc([N+](=O)[O-])cc2)S(=O)(=O)c2ccccc2)CC1	2.2	1	3	3	6	0	·
CCOC(=O)C1(Cc2ccccc2C)CCCN(C(=O)CSC)C1 (stereo not drawn)	2.3	-2	1	0	5	0	4
O=C(CCC(=O)NC1CCCCCCC1)Nc1nnc(C(F)(F)F)s1	0.5	-3	-6	-1	·	1	7
O=C(NC(=S)Nc1ccc(N2CCCC2)cc1)c1ccc(F)cc1	1.8	-3	-4	2	-5	-3	0
Cc1ccc(S(=O)(=O)Nc2cccc3c2O[C@@H](CN(C)S(=O)(=O)c2ccc(F)cc2)[C@@H](C)CN([C@H](C)CO)C3=O)cc1	1.0	·	·	·	11	·	19[16.7 µM]
COc1ccc(C(=O)Nc2c(C)csc2C(=O)O)cc1	-0.4	-2	-1	5	2	-6	-3
NC(N)=Nc1ccc(C=C2C=Cc3ccccc32)cc1	-1.4	0	21	-2	?	-10	-5
O=[N+]([O-])c1cc(S(=O)(=O)N2CCCC2)ccc1NN=C1CCCCC1	·	-6	-1	-1	-4	1	·
CCOC(=O)C1=Nc2cccc3c(O)ccc1c23	-2.0	·	2	1	9	-18	·
COc1ccc(N2CCN(c3nc(-c4cccs4)nc4ccccc34)CC2)cc1	-0.8	-5	-1	5	-6	-2	·
COc1ccccc1/C=C/C(=O)Nc1cccnc1Cl	-1.3	-8	-2	-8	0	-3	7
CCOc1ccc(-n2c(SCC(=O)Nc3cc(C)on3)nc3c(c2=O)SCC3)cc1	-0.4	4	2	-3	-9	-2	·
CN1CCN(C(=O)C[C@@H]2CC[C@H]3[C@@H](COC[C@@H](O)CN3C(=O)Nc3ccc(Cl)cc3)O2)CC1	0.2	-3	2	-2	-12	-1	-1[16.7 µM]
O=S(=O)(Nc1ccc(O)c2ccccc12)c1ccc(F)cc1	-1.3	-1	13	0	-5	0	3
COc1ccc(NC(=O)Nc2ccc3c(c2)CC(=O)N([C@H](C)CO)C[C@H](C)[C@@H](CN(C)Cc2ccc(Oc4ccccc4)cc2)O3)cc1	2.1	23*	-3	0	-1	0	-9[16.7 µM]
CC(=O)OCC(=O)Nc1ccccc1OC(F)F	0.7	-1	-1	7	2	-2	·
O=C(c1ccc2c(c1)OCO2)N1CCC2(CC1)Oc1ccc(Cl)cc1C(=O)C21CC(c2cccnc2)=NO1 (stereo not drawn)	0.9	·	·	-7	-1	0	·
CO[C@H]1CN(C)C(=O)c2ccc(NC(=O)Nc3ccc4c(c3)OCO4)cc2OC[C@H](C)NC[C@@H]1C	-4.1	-10	·	·	3	·	·
C[C@@]12C(=O)N(c3ccc(Cl)cc3)C(=O)N1[C@@H]1c3ccccc3OC[C@@H]1[C@H]2c1ccccc1	3.0	·	1	-1	2	·	-3
COc1cccc(NC(=O)N(C)C[C@H]2Oc3ncc(C4=CCCCC4)cc3C(=O)N([C@@H](C)CO)C[C@H]2C)c1	-0.2	1	0	-5	-1	6	-4[16.7 µM]
COCC(=O)N(C)C[C@@H]1Oc2cc(Br)ccc2S(=O)(=O)N([C@@H](C)CO)C[C@H]1C	-1.2	-4	2	-2	2	1	5[16.7 µM]
Cc1ccc(NC(=O)CN(C)C(=O)Cn2ncc(Cl)c(Cl)c2=O)cc1	·	·	41*	-3	-2	-2	-71

A few values from the entries so far.
O=C(Nc1ccccc1)C1=C[C@@H](C2CCCCC2)C[C@@H](OCc2ccc(CO)cc2)O1 in SIRT5 block: 3&-6
COc1ccc(NC(=O)Nc2ccc3c(c2)CC(=O)N([C@H](C)CO)C[C@H](C)[C@@H](CN(C)Cc2ccc(Oc4ccccc4)cc2)O3)cc1 in ERAP1 HTS inh: 0

Reprinted at random: two compounds from above.
SMILES	CFTR F508del cor	SIRT5 block	CASP6 VEID inh	ERp5 inh	DENV2 CPE rescue	ERAP1 HTS inh	miR-122 sensor
O=C(NC(=S)Nc1ccc(N2CCCC2)cc1)c1ccc(F)cc1	1.8	-3	-4	2	-5	-3	0
COc1ccc(C(=O)Nc2c(C)csc2C(=O)O)cc1	-0.4	-2	-1	5	2	-6	-3

Whole records, quoted from the list:
O=C(c1ccc2c(c1)OCO2)N1CCC2(CC1)Oc1ccc(Cl)cc1C(=O)C21CC(c2cccnc2)=NO1 (stereo not drawn) is listed as CFTR F508del cor: 0.9; SIRT5 block: ·; CASP6 VEID inh: ·; ERp5 inh: -7; DENV2 CPE rescue: -1; ERAP1 HTS inh: 0; miR-122 sensor: ·
NC(N)=Nc1ccc(C=C2C=Cc3ccccc32)cc1 is listed as CFTR F508del cor: -1.4; SIRT5 block: 0; CASP6 VEID inh: 21; ERp5 inh: -2; DENV2 CPE rescue: ?; ERAP1 HTS inh: -10; miR-122 sensor: -5

Returning to the listing with the 7 entries that preceded the break.
SMILES	CFTR F508del cor	SIRT5 block	CASP6 VEID inh	ERp5 inh	DENV2 CPE rescue	ERAP1 HTS inh	miR-122 sensor
CC(=O)OCC(=O)Nc1ccccc1OC(F)F	0.7	-1	-1	7	2	-2	·
O=C(c1ccc2c(c1)OCO2)N1CCC2(CC1)Oc1ccc(Cl)cc1C(=O)C21CC(c2cccnc2)=NO1 (stereo not drawn)	0.9	·	·	-7	-1	0	·
CO[C@H]1CN(C)C(=O)c2ccc(NC(=O)Nc3ccc4c(c3)OCO4)cc2OC[C@H](C)NC[C@@H]1C	-4.1	-10	·	·	3	·	·
C[C@@]12C(=O)N(c3ccc(Cl)cc3)C(=O)N1[C@@H]1c3ccccc3OC[C@@H]1[C@H]2c1ccccc1	3.0	·	1	-1	2	·	-3
COc1cccc(NC(=O)N(C)C[C@H]2Oc3ncc(C4=CCCCC4)cc3C(=O)N([C@@H](C)CO)C[C@H]2C)c1	-0.2	1	0	-5	-1	6	-4[16.7 µM]
COCC(=O)N(C)C[C@@H]1Oc2cc(Br)ccc2S(=O)(=O)N([C@@H](C)CO)C[C@H]1C	-1.2	-4	2	-2	2	1	5[16.7 µM]
Cc1ccc(NC(=O)CN(C)C(=O)Cn2ncc(Cl)c(Cl)c2=O)cc1	·	·	41*	-3	-2	-2	-71
CO[C@H]1CN(C)C(=O)c2cc(NC(=O)c3ccc(-c4ccccc4)cc3)ccc2OC[C@@H](C)NC[C@@H]1C	-6.2	103*	-2	6	2	-2	·
CCOC(=O)[C@]12CCCC=C1N(Cc1cccc3ccccc13)C(=O)[C@H](CC(=O)N1CCCCC1)C2	-1.1	-10	0	5	14	2	·
CC(C)=CCC/C(C)=C/CNC(=O)C[C@H]1C[C@H](C(=O)N2CCCCC2)[C@@]2(C)c3[nH]c4cc(-c5ccco5)ccc4c3CCN2C1=O	-0.4	-1	0	3	6	2	·
COc1ccccc1NS(=O)(=O)c1cc2c3c(c1)CCN3C(=O)CC2	-1.2	2	1	-7	3	-1	28
C[C@@H]1CN([C@H](C)CO)C(=O)Cc2cc(NC(=O)Nc3ccc(F)cc3)ccc2O[C@H]1CN(C)S(=O)(=O)c1ccccc1	1.5	7	0	2	12	-3	-1[16.7 µM]
C[C@@H]1CN([C@@H](C)CO)S(=O)(=O)c2ccc(C3=CCCC3)cc2O[C@H]1CN(C)C(=O)c1ccncc1	1.5	-9	-3	-3	-4	3	1[16.7 µM]
O=C(N/N=C/c1cc([N+](=O)[O-])ccc1N1CCCCCC1)c1ccccn1	·	1	-2	0	13	0	·
Cc1ccc2c(c1)c(C1=NC(=S)NC1=O)c(O)n2C	-1.2	0	-2	-6	0	4	·
Cn1cccc1CNC1CCCCC1	-0.7	-8	-14	-3	9	3	·
Cn1c(SC(C(=O)Nc2ccc(F)cc2)c2ccccc2)nc2ccccc21 (stereo not drawn)	1.7	-3	-2	5	-5	0	39
O=C(/C=C/c1ccc(Cl)cc1)NCCCN1CCOCC1	-3.1	1	-9	0	-4	2	-7
C=CCN(CC=C)CCOc1ccc(OC(C)C)cc1	-4.9	1	-15	-3	10	-3	·
Cc1ccc2nc(-c3ccccc3)oc(=O)c2c1	-1.0	-5	-3	2	1	-2	-3
CCNC(=O)C[C@@H]1CC[C@H](NC(=O)NC2CCCCC2)[C@H](CO)O1	1.1	4	-5	-1	-4	0	·
CC(=O)N1CCN(Cc2nc3cc([N+](=O)[O-])ccc3n2C)CC1	-2.2	0	-2	-3	1	1	-7
Cc1ccc(NC(=S)c2ccncc2)c(C)c1	-1.4	-2	-4	-2	5	-2	-3
O=C(C[C@@H]1C=C[C@@H](NS(=O)(=O)c2ccccc2)[C@@H](CO)O1)N1CCC(Cc2ccccc2)CC1	1.8	0	1	·	-3	-3	·
COc1ccc(NC(=O)N(C)C[C@H]2Oc3c(NS(=O)(=O)c4ccc(OC)cc4)cccc3C(=O)N([C@@H](C)CO)C[C@@H]2C)cc1	-2.3	1	-2	10	8	0	31[16.7 µM]
CCOc1ccc(NC(=O)C2CCN(S(=O)(=O)c3cccnc3)CC2)cc1	-1.5	-2	-3	-44	-9	-3	4
CC(C)=CCCC(C)CN1CCC(N2CCC(C(=O)N3CCCC3)CC2)CC1 (stereo not drawn)	-0.9	-5	-16	-3	?	·	2
COc1ccc(NC(=O)Nc2ccc3c(c2)[C@H]2C[C@H](CC(=O)NCc4ccccc4F)O[C@H](CO)[C@H]2O3)cc1	-2.2	-2	-5	-3	-2	1	8[16.7 µM]
C#CCCC(=O)c1ccccc1/C=[N+](\[O-])c1ccccc1	-1.4	-5	1	-3	-2	-1	-1
O=C(COC(=O)c1cc[n+]([O-])cc1)Nc1ccc(Cl)cc1[N+](=O)[O-]	-1.9	-1	2	-6	8	-1	·
O=C(CCc1c[nH]c2ccccc12)NCCc1ccc2c(c1)OCCO2	1.0	1	1	0	5	1	4
O=P1(O)C=C(c2ccccc2)NC(c2ccccc2)=C1	-3.7	2	13	1	·	-2	-2
SMILES	CFTR F508del cor	SIRT5 block	CASP6 VEID inh	ERp5 inh	DENV2 CPE rescue	ERAP1 HTS inh	miR-122 sensor
C[C@@H]1CCCCO[C@@H](CN(C)C(=O)Cc2ccccc2)[C@H](C)CN([C@H](C)CO)C(=O)c2cc(NS(=O)(=O)c3ccccc3)ccc2O1	0.1	6	-3	1	-5	-1	2[16.7 µM]
CCC(=O)N(C)C[C@@H]1Oc2ncc(-c3ccccc3C)cc2C(=O)N([C@H](C)CO)C[C@@H]1C	-3.3	-2	1	-2	-10	-1	7[16.7 µM]
CCOC(=O)C1(C)CCCN(C(=O)c2cc(C#N)cs2)C1 (stereo not drawn)	-1.8	1	1	2	-1	0	1
CCOC(=O)C1CCN(C(=O)N(CC)CC)CC1	-1.1	-4	-3	-2	?	6	1
COC(=O)CC1C(=O)NCCN1C(=S)NC(=O)CCc1ccccc1 (stereo not drawn)	-2.4	-3	-2	3	-2	·	-2
O=C(Cn1nnc(-c2ccc(Cl)cc2)n1)N1CCN(C(=O)c2ccco2)CC1	-1.3	2	2	-1	0	1	·
CC1(C)CN=c2s/c(=C\c3ccc(Cl)cc3)c(=O)n2C1	1.0	-2	7	3	-1	3	-1
Cc1ccc2c(CN3CCN(S(=O)(=O)c4ccccc4C(F)(F)F)CC3)cc(=O)oc2c1	-9.4	-7	-4	3	-1	2	-9
